# Her2 expr inh – Her2 kinase expression inhibition | SKBR-3 HER2 protein level, AlphaScreen, 18-24 h; active compounds read low | P04626 | HER2 level % of control, % at 10 µM | 0.69% of 65,000 active;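 active = HER2 level under 5% of the carrier-only control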;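 note: 100% = DMSO carrier and 0% = 500 nM PU-H71 HSP90 inhibitor; lower value means stronger loss of Her2 protein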
# Abs 340nm – compounds absorbing at 340 nm; 65,000 tested, under 10 active; compound absorbance at 340 nm, fold over control; AID 708; fold change at 10 µM;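 active = at 10 µM dose, initial 340 nm absorbance at least 2 fold that of control wells; inactive = change under 2 fold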;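 note: initial absorbance extrapolated from kinetic A340 decline of NADH oxidation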
# ROCK2 inh – ROCK2 (human) kinase inhibition; 0.35% of 60,000 active; purified ROCK2, Kinase-Glo ATP depletion luminescence; inhibition, % at 6 µM;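 active = inhibition above the screen-wide mean inhibition plus 3 SD, cut at about 18% in these data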;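 note: plate controls were DMSO wells for no effect and Y-27632 control wells after no-enzyme background subtraction for full effect; many of its hits are not listed in these tables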
# PKA kinase inh – PKA (human) kinase inhibition; P17612; PKA Kemptide phosphorylation, Kinase-Glo ATP luminescence; inhibition, % at 6 µM; 0.1% of 65,000 active;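 active = inhibition above the screen-wide mean inhibition plus 3 SD, cut at about 21% in these data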; note: many of its hits are not listed in these tables
# Hsp90 inh – displaces geldanamycin probe from tumor Hsp90; P07900; NCI-N417 lysate Hsp90, Cy3B-geldanamycin FP displacement; inhibition, % at 30 µM; 0.35% of 64,000 active;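 active = inhibition above 50%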;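 note: 0% = tracer plus lysate wells and 100% = tracer alone without lysate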
# Autofluor 339 – intrinsic fluorescence of library compounds, ex339/em460 – biochemical, MLSMR library, data from DPM-DC assay, artefact control, profiling panel | compound autofluorescence, ex339/em460 nm, NADH buffer; active compounds read high; 1 = no-compound wells, NADH background | fluorescence fold increase at 10 µM | 5.5% of 65,000 active | AID 709;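 active = at 10 µM, mean starting fluorescence two-fold or more over control wells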;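 note: signal is the first read of a kinetic run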
# Cdc25B inh – human M-phase inducer phosphatase 2 inhibition; P30305; recombinant Cdc25B, OMFP fluorescence Ex485/Em525; inhibition, %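 (compounds tested at 10 µM final in the well)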; 0.1% of 65,000 active; in the data active = inhibition above about 50%
# Target sequence (P30305 whole entry, looked up): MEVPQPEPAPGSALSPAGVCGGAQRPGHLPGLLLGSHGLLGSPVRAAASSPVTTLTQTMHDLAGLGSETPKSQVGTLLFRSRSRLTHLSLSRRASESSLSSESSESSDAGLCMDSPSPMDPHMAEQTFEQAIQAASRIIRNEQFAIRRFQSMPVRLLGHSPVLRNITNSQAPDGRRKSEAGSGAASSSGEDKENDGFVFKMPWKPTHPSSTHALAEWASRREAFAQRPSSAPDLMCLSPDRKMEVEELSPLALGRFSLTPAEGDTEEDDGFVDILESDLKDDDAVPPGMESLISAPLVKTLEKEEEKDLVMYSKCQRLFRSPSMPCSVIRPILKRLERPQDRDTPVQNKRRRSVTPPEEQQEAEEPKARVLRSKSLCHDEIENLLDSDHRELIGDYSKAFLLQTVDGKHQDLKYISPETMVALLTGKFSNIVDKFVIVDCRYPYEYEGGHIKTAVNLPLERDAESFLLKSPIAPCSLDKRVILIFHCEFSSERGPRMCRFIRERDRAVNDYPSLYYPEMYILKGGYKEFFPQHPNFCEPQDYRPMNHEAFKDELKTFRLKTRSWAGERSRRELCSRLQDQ
# MKP-1 inh – inhibitors of human MKP-1 phosphatase; P28562; 0.15% of 65,000 active; recombinant MKP-1, OMFP hydrolysis fluorescence; inhibition, %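 (compounds tested at a single concentration somewhere between 10 and 100 µM)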;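 active = inhibition above about 50%, limit read from the data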;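 note: 0% = DMSO max control wells and 100% = wells with enzyme stopped by NaOH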
# JNK3 inh – inhibitors of human JNK3 kinase; P53779; purified JNK3 kinase activity, HTS; inhibition, % at 8 µM; 0.61% of 60,000 active; in the data active = inhibition above about 17%;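 note: 0% = DMSO and 100% = reference inhibitor; many of its hits are not listed in these tables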
# Target sequence (P53779 whole entry, looked up): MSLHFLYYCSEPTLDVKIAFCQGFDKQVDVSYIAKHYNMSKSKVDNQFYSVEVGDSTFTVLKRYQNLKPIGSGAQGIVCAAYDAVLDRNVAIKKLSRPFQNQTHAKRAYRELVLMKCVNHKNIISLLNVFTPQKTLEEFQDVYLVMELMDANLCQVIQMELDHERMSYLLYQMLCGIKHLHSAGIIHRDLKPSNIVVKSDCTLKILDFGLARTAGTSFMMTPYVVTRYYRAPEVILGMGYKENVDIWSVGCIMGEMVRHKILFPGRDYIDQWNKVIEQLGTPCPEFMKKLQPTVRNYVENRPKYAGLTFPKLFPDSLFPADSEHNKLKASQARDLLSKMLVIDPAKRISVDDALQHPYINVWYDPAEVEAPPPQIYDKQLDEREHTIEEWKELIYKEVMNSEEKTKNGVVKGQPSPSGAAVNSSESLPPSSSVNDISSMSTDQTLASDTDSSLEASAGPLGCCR
# An asterisk follows results filed as active; . = not tested or not shown; & = joins results of further samples.
no.	Molecule	Her2 expr inh	Abs 340nm	ROCK2 inh	PKA kinase inh	Hsp90 inh	Autofluor 339	Cdc25B inh	MKP-1 inh	JNK3 inh
1	c1ccc(-c2cc(-c3nn4c(-c5ccco5)nnc4s3)c3ccccc3n2)cc1	111	1.1	-8	-4	-1	1.2	49	40	-2
2	CN(C)c1ccnc2sc(C(=O)NCc3ccccc3)c(N)c12	104	1.1	6	8	-4	1.3	-14	-2	9
3	COc1ccc(C2N(c3ccc(Cl)cc3)C(=O)C3CCCN32)cc1 (stereo not drawn)	117	1	-6	1	-3	1.1	-15	10	-3
4	CCn1c2ccccc2c2cc(NC(=O)CSc3nnnn3-c3ccccc3)ccc21	94	1.1	9	8	0	1.3	8	5	7
5	CC1(C)N([O-])C(c2cccs2)=C[N+]1=O	113	1	-6	-1	-1	1.1	-19	8	0
6	c1ccc(-c2nc(N3CCN(c4ccccc4)CC3)nc(-n3ccnc3)n2)cc1	90	1	6	14	-1	1.2	12	-1	-1
7	O=C(CN1C(=O)COc2ccccc21)NCCC1=CCCCC1	98	1	0	2	-3	1.1	1	21	0
8	COC(=O)c1cnn2c(C(F)(F)F)cc(-c3ccco3)nc12	93	1.1	3	9	-9	2.5*	-12	8	1
9	CCCCSc1nc(C)c(CC(=O)O)c(=O)[nH]1	119	0.97	4	9	0	1	5	-10	-13
10	COc1ccc(-c2nnc(SCC(=O)NC(C)C)n2CC2CCCO2)cc1OC (stereo not drawn)	.	1.1	.	2	.	1.1	-10	7	.
11	O=S(=O)(N1CCOCC1)n1c(Cc2ccccc2)nc2ccccc21	99	1.1	7	2	1	1.1	3	0	2
12	CCC(C)(C)n1nnnc1C(c1ccc2ncccc2c1)N1CCN(Cc2ccc3c(c2)OCO3)CC1 (stereo not drawn)	120	1	-6	2	-3	1.1	-18	8	-4
13	CCOc1ccc(NC(=O)CSC2=C(C#N)C(c3ccc4c(c3)OCO4)CC(=O)N2)cc1 (stereo not drawn)	156	1	5	1	1	1.1	3	-18	4
14	COC(=O)c1onc(C(=O)c2ccccc2)c1C(=O)OC	97	1	16	7	-5	0.99	-5	1	8
15	CC12CCC(C(=O)N3CCN(C(=O)C45CCC(C)(C(=O)O4)C5(C)C)CC3)(OC1=O)C2(C)C	113	1	7	3	-6	1	-10	1	0
16	CCCOc1cccc(C(=O)O)c1	113	0.99	6	6	0	1	2	-12	-2
17	Cn1c(=N)c(S(=O)(=O)c2ccccc2)cc2c(=O)n3ccccc3nc21	94	1	-1	-6	2	2.8*	6	2	-2
18	COc1ccc(C2C3=C(CC(C)(C)CC3=O)Nc3c2c(=O)[nH]c2nc(C)nn32)cc1 (stereo not drawn)	98	1.1	6	7	0	2.5*	-2	-8	1
19	CC1CCN(c2nc(-c3ccco3)c3c(c2C#N)CC(C)(C)OC3)CC1	46	1.1	-4	6	-5	2.1*	-1	34	2
20	CCc1nnc(NC(=O)CSc2nnc(-c3ccco3)n2C)s1	98	1	-8	-4	-3	1.1	-1	19	-10
21	COCC(=O)NC1CCN(C(=O)Nc2ccc(Br)cc2)CC1	96	1	3	5	1	1	-4	-33	2
22	CC(C)n1ncc(C(N)=O)c1N	83	1	4	10	4	1.1	-19	-16	0
23	O=C(C1CC(c2ccc(F)cc2)=NO1)N1CCc2ccccc2C1 (stereo not drawn)	115	1	-1	-5	-4	1.1	-8	7	-1
24	Cc1nc2ccc(S(=O)(=O)NCC(=O)NCCN3CCCCC3C)cc2s1 (stereo not drawn)	107	1	-3	-5	2	1.1	-6	3	-10
25	CCOC(=O)N1CCN(C(c2ccc(C(C)C)cc2)c2sc3nc(C)nn3c2O)CC1 (stereo not drawn)	109	1	5	0	-1	1.1	0	12	1
26	CCOc1ccccc1-n1c(SCC(N)=O)nnc1-c1cccnc1	92	1	-3	-5	-1	1	-6	1	-6
27	O=C(O)c1ccc(NC(=O)C2CCCCC2)cc1	95	1.1	-1	6	-1	1.1	-15	-5	15
28	O=C(OCN1C(=O)c2ccccc2C1=O)c1cccs1	116	0.99	4	5	-2	0.88	4	5	-1
29	N#Cc1c(C(F)(F)F)cc(C2CC2)[nH]c1=O	93	1.1	1	1	-3	2.1*	0	-3	7
30	COC(=O)[C@H](CCSC)NC(=O)NCc1ccccn1	110	1.1	5	6	2	0.88	-9	-7	2
31	CC(C)OCCCNC(=O)c1cccs1	161	1	6	11	-11	1.1	-7	-3	-6
32	CC(=O)c1cccc(NC(=O)N2CCCC2C(=O)NCc2ccc(F)cc2)c1 (stereo not drawn)	102	0.99	-2	-1	-3	1	1	-23	-2
33	COc1ccccc1C1/C(=C(/O)c2cnn(-c3ccccc3)c2C)C(=O)C(=O)N1CCN(C)C (stereo not drawn)	127	1	6	5	-2	1.1	27	-16	1
34	O=C(O)c1ccccc1NCc1ccncc1	102	1	.	1	-2	2*	-9	23	.
35	Cn1cccc1C1(C(F)(F)F)NCCNC1=O (stereo not drawn)	89	0.99	1	3	0	1.1	7	4	1
36	COc1cc(C(=O)NCc2ccc(-c3nc4ccccc4o3)cc2)cc(OC)c1OC	81	1.1	14	6	-21	1.2	0	28	5
37	Cc1[nH]c2ccc(Br)cc2c(=O)c1CN1CCCCC1	272	1.1	-2	1	2	1.1	5	29	2
38	O=c1[nH]c(=O)n([C@H]2C[C@H](O)[C@@H](CO)O2)cc1F	100	0.97	6	-2	2	1.1	-15	-5	9
39	CCOC(=O)c1c(C(C#N)C#N)cc(C)nc1C	111	1.2	12	6	1	0.98	-23	-16	-5
40	CCn1cc(Br)c(C(=O)N(C)Cc2ccccc2)n1	.	1	4	12	-3	1.1	-7	5	0
41	CC(=O)c1cc2c(cc1NC(=O)CN1CCN(c3ccc(F)cc3)CC1)OCO2	48	1.1	6	6	1	1.5	-7	3	-3
42	Cc1ccc(-n2nnnc2SCc2nnc(-c3ccccc3Br)o2)c(C)c1	106	1	0	-1	-5	1.1	-9	26	-8
43	CC(=O)Nc1ccc2oc(-c3ccccc3Br)nc2c1	96	1	0	4	2	2.2*	-12	42	-4
44	O=C(COC(=O)CCc1nc2ccccc2s1)Nc1ccc(S(=O)(=O)N2CCOCC2)cc1	136	1	7	8	-3	1	-18	22	-2
45	Cc1ccc(C2CCN(C(=O)Nc3ccccc3)C2)cc1 (stereo not drawn)	55	0.94	2	5	1	1	6	7	2
46	O=C(Nc1nccs1)c1ccc(COc2ccc(Cl)cc2)o1	92	1.1	4	-1	-9	1.2	-3	0	3
47	COc1ccc(N/C(N)=N/c2nc(CSc3ccc(C)cc3)cc(=O)[nH]2)cc1	95	1	8	4	-1	1.1	-18	-14	-1
48	Clc1ccc(Cn2nnc(-c3ccc(CN4CCOCC4)cc3)n2)cc1	97	1	-5	-5	1	1.1	-17	11	3
49	Cc1ccc(C2NC(=O)c3c(sc4c3CCN(C)C4)N2)o1 (stereo not drawn)	80	1.1	6	-1	-5	1.6	-7	-25	-8
50	O=C(c1cnc2n(c1=O)CCS2)N1CCN(C(c2ccccc2)c2ccc(Cl)cc2)CC1 (stereo not drawn)	90	1	-3	7	-2	1	-11	31	3
51	COC(=O)c1ccc(NC(=O)CN2CCCC2)cc1	86	0.96	4	6	-5	1	0	5	0
52	O=C(CSc1ncnc2c1cnn2-c1ccccc1)Nc1ccccc1	99	1	-6	-8	-4	1.1	1	6	-5
53	O=C(CNC(=O)c1ccco1)Nc1cc(Cl)ccc1N1CCOCC1	103	1	3	7	1	1.1	-2	9	8
54	O=C(CSc1ncnc2sc3c(c12)CCCCC3)NCc1ccco1	59	1	4	3	-4	1.1	0	2	0
55	CCCCNC(=O)N1CCOCCOCCN(C(=O)NCCCC)CCOCCOCC1	121	1	-9	1	-3	1.1	-3	-18	4
56	CC1CN(C(=O)CN2C(=O)c3ccccc3S2(=O)=O)CC(C)O1 (stereo not drawn)	87	1	.	-5	.	1.1	5	27	.
57	CC1(C)Cc2c(sc3c2c(=N)n(Cc2ccco2)c(=O)n3CC(=O)Nc2ccccc2)CO1	76	1	-4	-6	-5	1.2	3	27	-4
58	Cc1nn(-c2nc3ccccc3s2)c(N)c1-c1ccc(Cl)cc1	94	1	5	2	-4	1.1	-1	2	4
59	Cc1nn(Cc2ccc(C(=O)Nc3ccc(C(=O)OC(C)C)cc3)o2)c(C)c1Cl	95	1	6	10	-9	1.2	-8	5	-1
60	Cc1noc(C)c1S(=O)(=O)N(CC(=O)N1CCc2ccccc21)c1ccc(C(C)C)cc1	.	1.1	0	6	-1	1.1	-4	-5	-7

# Later entries
no.	Molecule	Her2 expr inh	Abs 340nm	ROCK2 inh	PKA kinase inh	Hsp90 inh	Autofluor 339	Cdc25B inh	MKP-1 inh	JNK3 inh
61	COc1ccc(Br)cc1S(=O)(=O)N(CC(=O)N1CCOCC1)c1ccccc1	86	1	-4	-7	-2	1.1	-10	14	-2
62	CC(C)CNC(=O)c1cccc(NC(=O)c2ccc(NC(=O)c3ccco3)cc2)c1	60	1	7	11	-5	1.1	-12	10	7
63	COc1cccc(-n2nnnc2SCC(=O)c2ccc(NC(C)=O)cc2)c1	178	1	5	10	7	1.1	3	-11	0
64	CC(=O)Nc1ccc(Cl)c(C(N)=O)c1	89	0.99	10	9	-5	1	-6	-8	5
65	Cc1ccccc1S(=O)(=O)Cc1ccc(C(=O)N2CC(C)CC(C)C2)o1 (stereo not drawn)	65	1	5	6	0	1.1	-2	7	7
66	CS(=O)(=O)N1CCCC(C(=O)NCc2ccco2)C1 (stereo not drawn)	105	1.1	.	-4	-1	1.1	-13	11	.
67	CCOC(=O)c1ccc(CNC(=O)c2cc3cccc(OC)c3oc2=O)o1	86	1	0	2	-2	1.5	25	0	-4
68	O=C(CC1SC2=NCCN2C1=O)Nc1ccccc1 (stereo not drawn)	130	1	4	4	0	1.1	-28	-29	-6
69	CCc1ccc(C(=O)NC2CCCCC2)s1	53	0.99	7	7	-3	0.96	-10	-2	-4
70	CCOc1ccccc1N(CC(=O)OC)S(C)(=O)=O	91	1	2	1	2	1.1	-2	-27	-5
71	COc1ccc(CC(NC(C)=O)C(=O)N2CCN(C(=O)Nc3ccc(Cl)cc3)CC2)cc1OC (stereo not drawn)	124	1	3	12	1	1.1	-15	25	3
72	COc1ccc(CN(CC(=O)NCC2CCCO2)C(=O)CNS(=O)(=O)c2ccc(C)cc2)cc1 (stereo not drawn)	83	1	-3	-4	3	1.1	20	12	1
73	O=C(CCSc1ccccc1)N1CCOCC1	68	1	-2	2	1	1.1	-7	6	-5
74	O/N=C1\CC/C(=N\O)c2nn(-c3ccccc3Cl)nc21	108	0.97	6	15	0	1.1	-22	14	4
75	c1ccc(-c2cc3c(nn2)CCc2nonc2-3)cc1	73	0.97	0	2	-1	1	-6	-4	2
76	O=C(CN1C(=O)CSc2ccccc21)NCCC1=CCCCC1	131	1	4	12	-2	0.89	1	-6	2
77	N#CCc1ccc(NC(=O)Nc2cccc(Cl)c2)cc1	81	1	4	9	-9	1.1	-9	-5	0
78	COCC(=O)Nc1sc2c(c1C(=O)OC)CCCC2	109	1.1	2	6	-6	1.4	-6	34	14
79	C/C(CC(O)c1ccc2ccccc2n1)=N/O (stereo not drawn)	65	1	.	.	.	1.1	-4	4	.
80	CCCCn1c(CNC(=O)CC)nc2ccccc21	67	1	2	11	0	0.94	-17	-4	1
81	CN1CCN(C2=Nc3ccccc3Oc3ccc(Cl)cc32)CC1	103	0.98	-6	-7	3&-2	1	4	-15	2
82	CCOc1ccc(N2CC(O)Cn3c2nc2c3c(=O)n(CCCc3ccccc3)c(=O)n2C)cc1 (stereo not drawn)	76	1	-1	6	2	1.2	0	-16	-1
83	O=S(=O)(Nc1ccc2c(c1)OCCO2)c1cccc2cccnc12	113	0.99	5	12	-1	1	-3	8	-2

# Assay outcomes: PubChem BioAssay, several laboratories

# Only part of the results is shown; rates above refer to the full screens.
